# High-throughput results from PubChem.
# HDAC3 inh: HDAC3 deacetylase inhibitors, primary screen, biochemical, fluorescence, cell-free homogeneous; Histone deacetylase 3 (Homo sapiens), O15379; 320,000 compounds, 0.15% hits; AID 2718, 2010; recombinant HDAC3, fluorogenic peptide/trypsin coupled; inhibition, % at 8.3 µM; in the data active = inhibition above about 26%, passing the limit was not always enough; inconclusive = no clear call, values can overlap the other calls
# Target sequence (O15379 whole entry, looked up): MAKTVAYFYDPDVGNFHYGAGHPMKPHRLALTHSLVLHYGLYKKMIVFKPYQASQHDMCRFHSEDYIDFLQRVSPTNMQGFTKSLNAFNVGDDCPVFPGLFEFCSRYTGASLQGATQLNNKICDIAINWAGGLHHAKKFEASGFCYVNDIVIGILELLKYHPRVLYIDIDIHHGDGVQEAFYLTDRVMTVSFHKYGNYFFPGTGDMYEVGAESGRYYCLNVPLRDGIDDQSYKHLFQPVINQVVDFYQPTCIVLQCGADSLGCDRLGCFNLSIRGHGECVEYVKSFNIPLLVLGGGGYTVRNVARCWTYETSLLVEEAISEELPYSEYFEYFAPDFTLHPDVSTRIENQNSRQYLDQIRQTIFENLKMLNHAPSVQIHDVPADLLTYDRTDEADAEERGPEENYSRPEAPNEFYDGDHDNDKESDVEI
# Dyrk1A ADPGlo: rat Dyrk1A kinase inhibitors, primary screen, biochemical, single point, plate reader | AID 504441, 2011 | ADP-Glo luminescence, NFATc1 peptide | inhibition, % at 12.5 µM | Dual specificity tyrosine-phosphorylation-regulated kinase 1A (Rattus norvegicus), Q63470 | 310,000 compounds, 0.43% hits; in the data active = inhibition above about 50%;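 also: plate controls were vehicle with enzyme for no effect and no enzyme for full effect; many of its hits are not listed in these tables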
# HSF-1 act: HSF-1 activators, primary screen, NIH3T3-HGL cells, MG132 stress, luminescence, single point. NIH3T3-HGL HSF-1 luciferase reporter, 8 h; 100% = twice DMSO control signal. activation, % at 9 µM. 300,000 compounds, 1.7% hits;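 active = mean replicate activation of at least 50% with a set share of replicates each reaching 50%; inconclusive = only one of those two conditions met; inactive = mean below 50% and too few replicates reaching it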;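 also: 0% = median of the neutral control wells and 100% = twice that signal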
# HSF1 inh: HSF1 inhibitors in luciferase reporter cells, primary screen, cell-based, NIH3T3, luminescence. 300,000 compounds, 0.77% hits. NIH3T3-HGL HSE-luciferase, MG132-induced, luminescence 8 h; stronger effect = lower value. AID 2098, 2009. activity change, negative = inhibition, % at 7.5 µM (by protocol);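 active = more than half of replicate wells show activity change below -50%, luminescence cut by over half; inconclusive = some wells, but at most half, below -50%; inactive = no replicate well below -50%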;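 also: luciferase reports HSF-1 transcriptional activity via heat shock element; 0% = median of DMSO wells and -100% = zero luminescence signal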
# AI-2 QS modul: Vibrio harveyi AI-2 quorum sensing modulators, primary screen, JMH597 strain, luminescence/OD600 ratio | Vibrio harveyi JMH597 AI-2 luminescence/OD600 ratio, 9 h; stronger effect = lower value; strain lacks LuxN and CqsS sensors; 0 = neutral-control median | activity change, % at 7.5 µM | 300,000 compounds, 0.4% hits | AID 2094, 2009; in the data active = activity change below about -75%, passing the limit was not always enough; inconclusive = no clear call, values can overlap the other calls;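 also: luminescence divided by OD600 gain over 9 h not by final OD600 alone; inactives centre near 13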
# GSK3beta inhib: human GSK3beta kinase inhibitors, primary screen, biochemical, cell-free homogeneous, HTS | activity score (negative = inhibition), % at 10 µM | 300,000 compounds, 0.038% hits | GST-GSK3beta kinase, ADP-Glo luminescence, 60 min; stronger effect = lower value;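 active = more than half of replicate wells score below -50%, meaning over 50% inhibition versus plate controls; inconclusive = some replicates but at most half score below -50%; inactive = no replicate scores below -50%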;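 also: 0% = median DMSO wells and -100% = median GW8510 positive control wells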
#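 test system = GST-tagged human GSK3beta kinase, cell-free | reagent = 25 µM ATP with peptide substrate | dosing = one dose of 10 µM per compound | schedule = 60 min reaction, RT | detection = luminescent ADP-Glo measurement of ADP formed | control set = DMSO neutral wells and GW8510 at 20 µM as positive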
# PolyA inhibitor: polyadenylation inhibitors in yeast reporter cells, primary screen, luminescence, S. cerevisiae; S. cerevisiae SKY197-pL101 polyadenylation reporter, beta-gal luminescence; efflux-impaired pdr1/pdr3 knockout yeast; score 100 = 6 SD above DMSO; calls only at 12 µM; 300,000 compounds, 0.02% hits; AID 1875, 2009;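 active = lowest replicate activity score at least 50, where 100 means six control SD above control mean; inconclusive = lowest score under 50 but half or more replicates reach 50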;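 also: yeast exposed to compound for 9 h at 30 °C; higher score means more reporter readthrough which indicates perturbed polyadenylation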
# GSK3A inh: blockers of GSK3A enzyme activity – biochemical, luminescence, cell-free homogeneous, HTS, primary screen. inhibition, % at 10 µM. 320,000 compounds, 0.1% hits. Glycogen synthase kinase-3 alpha (Homo sapiens), P49840. GSK-3 alpha kinase, ADP-Glo luminescence, 60 min;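 in the data active = inhibition above about 50%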;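 also: GST-tagged GSK-3 alpha with peptide substrate and 25 µM ATP; 0% = DMSO neutral wells and 100% = GW8510 positive control wells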
# Target sequence (P49840 whole entry, looked up): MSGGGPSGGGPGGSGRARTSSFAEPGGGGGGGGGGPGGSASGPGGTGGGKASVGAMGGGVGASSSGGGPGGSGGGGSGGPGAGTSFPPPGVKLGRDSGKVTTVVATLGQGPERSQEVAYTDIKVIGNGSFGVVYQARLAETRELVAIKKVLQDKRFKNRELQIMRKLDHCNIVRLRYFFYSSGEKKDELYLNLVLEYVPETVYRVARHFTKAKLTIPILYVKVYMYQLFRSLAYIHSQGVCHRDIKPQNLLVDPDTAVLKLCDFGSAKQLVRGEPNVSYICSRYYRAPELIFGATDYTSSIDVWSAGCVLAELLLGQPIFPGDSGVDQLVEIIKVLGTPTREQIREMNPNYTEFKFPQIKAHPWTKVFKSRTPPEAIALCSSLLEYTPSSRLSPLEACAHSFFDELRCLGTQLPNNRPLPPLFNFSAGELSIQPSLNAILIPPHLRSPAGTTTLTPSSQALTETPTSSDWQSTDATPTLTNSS
# HSP90 refold inh: HSP90 inhibitors, primary screen, cell lysate, luminescence; Heat shock protein HSP 90 (rabbit reticulocyte lysate; luciferase refolding); Rabbit reticulocyte lysate, luciferase refolding luminescence, 3 h; inhibition, % at 5.6 µM; 290,000 compounds, 0.91% hits;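 active = inhibition above the screen-wide mean plus 3 SD, computed separately per campaign, cut at about 16% in these data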;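 also: 0% = DMSO wells and 100% = 60 µM geldanamycin wells; inhibitors lower the luminescence because luciferase stays unfolded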
# Platelet DG rel: inhibitors of platelet dense granule secretion, primary screen, cell-based, MLPCN, human platelets. human platelet-rich plasma, SFLLRN dense granule ATP release, luminescence. inhibition, %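 (compounds screened at 7.5 µM in platelet-rich plasma)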. 300,000 compounds, 0.22% hits. AID 1663, 2009;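 active = mean replicate score, as percent of positive control, at or above 50; inconclusive = mean below 50 but at least one replicate at or above 50; inactive = mean and every replicate below 50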
# Starred values were filed as active, the others as inactive; i = inactive; ? = inconclusive; / = no result given.
# Preview:
entry	Molecule	HDAC3 inh	Dyrk1A ADPGlo	HSF-1 act	HSF1 inh	AI-2 QS modul	GSK3beta inhib	PolyA inhibitor	GSK3A inh	HSP90 refold inh	Platelet DG rel
1	Cc1coc2c(C)c3oc(=O)c(CC(=O)N[C@@H](CC(C)C)C(=O)O)c(C)c3cc12	-4	1	8	-1	10	7	i	1	-3	0
2	COc1cc(C(=O)c2ccccc2)c([N+](=O)[O-])cc1OC	3	/	-1	-10	13	-8	i	-1	2	-5
3	O=C(O)Cc1sc(-c2cccnc2)nc1-c1ccc(Br)cc1	-2	1	-2	-11	29	-1	i	0	-1	6
4	Cc1nc2ccccn2c1/C(O)=C1\C(=O)C(=O)N(CCN(C)C)C1c1cccnc1 (stereo not given)	2	7	-5	-10	25	-1	i	1	1	-4
5	CC(C)CCNC(=O)NC(=O)CSc1nnc(-c2ccccc2Br)o1	-4	-4	23	5	21	1	i	1	1	-1
6	CSc1nn(-c2ccc(C(=O)OCC(=O)NC(=O)NC(C)C)cc2)c(=S)s1	7	2	11	13	17	-1	i	-1	-3	-21
7	CCC(C)(C)NC(=O)CN(Cc1cccs1)C(=O)CNS(=O)(=O)c1ccc(F)cc1	-1	-9	4	-1	7	-1	i	0	-4	-7
8	Cc1noc(C)c1C(=O)Nc1nc(-c2ccc([N+](=O)[O-])cc2)cs1	-7	-8	-9	-3	0	-1	i	-1	4	37
9	O=C(CSc1nnc(-c2cccnc2)n1-c1ccccc1)Nc1ccccc1	2	13	6	3	10	5	i	0	-3	-4
10	CCc1cc2c(=O)n(Cc3ccco3)c(SCC(=O)NCC3CCCO3)nc2s1 (stereo not given)	-4	-4	18	0	16	1	i	0	-2	6
11	Cc1ccc(-c2nc(S(=O)(=O)c3ccccc3)c(SCC(=O)NCC3CCCO3)o2)cc1 (stereo not given)	1	-6	25	3	17	-1	i	0	4	-3
12	Cn1cc(/C=N/n2cnc3scc(-c4ccc(Cl)cc4)c3c2=O)c2ccccc21	0	-3	-6	-15	3	1	i	0	2	4
13	Cc1ccc(C)c(N(C)C(=O)CCS(=O)(=O)c2cccc3nonc23)c1	1	-3	28	3	26	-6	i	-1	-1	-3
14	CC(C)(C)c1cc(C(=O)NN)n(Cc2ccc(F)cc2)n1	0	-2	4	2	16	-4	i	2	4	5
15	O=C(OCc1nc2ccccc2s1)C1CCN(S(=O)(=O)c2cccs2)CC1	6	-4	9	-5	3	4	i	-1	1	3

# All compounds of this part, previewed entries included:
entry	Molecule	HDAC3 inh	Dyrk1A ADPGlo	HSF-1 act	HSF1 inh	AI-2 QS modul	GSK3beta inhib	PolyA inhibitor	GSK3A inh	HSP90 refold inh	Platelet DG rel
1	Cc1coc2c(C)c3oc(=O)c(CC(=O)N[C@@H](CC(C)C)C(=O)O)c(C)c3cc12	-4	1	8	-1	10	7	i	1	-3	0
2	COc1cc(C(=O)c2ccccc2)c([N+](=O)[O-])cc1OC	3	/	-1	-10	13	-8	i	-1	2	-5
3	O=C(O)Cc1sc(-c2cccnc2)nc1-c1ccc(Br)cc1	-2	1	-2	-11	29	-1	i	0	-1	6
4	Cc1nc2ccccn2c1/C(O)=C1\C(=O)C(=O)N(CCN(C)C)C1c1cccnc1 (stereo not given)	2	7	-5	-10	25	-1	i	1	1	-4
5	CC(C)CCNC(=O)NC(=O)CSc1nnc(-c2ccccc2Br)o1	-4	-4	23	5	21	1	i	1	1	-1
6	CSc1nn(-c2ccc(C(=O)OCC(=O)NC(=O)NC(C)C)cc2)c(=S)s1	7	2	11	13	17	-1	i	-1	-3	-21
7	CCC(C)(C)NC(=O)CN(Cc1cccs1)C(=O)CNS(=O)(=O)c1ccc(F)cc1	-1	-9	4	-1	7	-1	i	0	-4	-7
8	Cc1noc(C)c1C(=O)Nc1nc(-c2ccc([N+](=O)[O-])cc2)cs1	-7	-8	-9	-3	0	-1	i	-1	4	37
9	O=C(CSc1nnc(-c2cccnc2)n1-c1ccccc1)Nc1ccccc1	2	13	6	3	10	5	i	0	-3	-4
10	CCc1cc2c(=O)n(Cc3ccco3)c(SCC(=O)NCC3CCCO3)nc2s1 (stereo not given)	-4	-4	18	0	16	1	i	0	-2	6
11	Cc1ccc(-c2nc(S(=O)(=O)c3ccccc3)c(SCC(=O)NCC3CCCO3)o2)cc1 (stereo not given)	1	-6	25	3	17	-1	i	0	4	-3
12	Cn1cc(/C=N/n2cnc3scc(-c4ccc(Cl)cc4)c3c2=O)c2ccccc21	0	-3	-6	-15	3	1	i	0	2	4
13	Cc1ccc(C)c(N(C)C(=O)CCS(=O)(=O)c2cccc3nonc23)c1	1	-3	28	3	26	-6	i	-1	-1	-3
14	CC(C)(C)c1cc(C(=O)NN)n(Cc2ccc(F)cc2)n1	0	-2	4	2	16	-4	i	2	4	5
15	O=C(OCc1nc2ccccc2s1)C1CCN(S(=O)(=O)c2cccs2)CC1	6	-4	9	-5	3	4	i	-1	1	3
16	Cc1ccc(C(=O)/C=C2\NCCNC2=O)cc1	4	-1	49	19	23	0	i	-2	7	0
17	COCCNC(=O)/C(C#N)=C/c1c(N2CCN(c3ccccc3)CC2)nc2c(C)cccn2c1=O	-27	-1	3	-9	20	2	i	-1	3	-2
18	CCC(=O)Nc1ccc(NC(=O)c2ccccc2)nc1	-5	2	21	17	5	3	i	/	11	7
19	Nc1nc(Nc2ccccc2)nc(NC2CCCCC2)c1[N+](=O)[O-]	1	13	14	7	23	-1	i	7	-1	1
20	Cc1cccc(CSc2nnc([C@@H]3CCCN3)o2)c1	8	/	1	-3	22	-5	i	-5	0	-3

# Continuation:
entry	Molecule	HDAC3 inh	Dyrk1A ADPGlo	HSF-1 act	HSF1 inh	AI-2 QS modul	GSK3beta inhib	PolyA inhibitor	GSK3A inh	HSP90 refold inh	Platelet DG rel
21	CCOc1ccc(OCCCC(=O)Nc2nc3ccccc3[nH]2)cc1	0	4	13	-4	2	2	i	-2	-3	-6
22	N#Cc1ccccc1NC(=O)CNc1ccccc1N1CCCCC1	4	-2	0	-7	24	1	i	2	-1	2
23	COc1ccc(C(=O)Nc2cnccn2)cc1[N+](=O)[O-]	-5	3	-2	-3	25	-3	i	-1	4	0
24	Cc1cc(C(=O)COc2cccc3cccnc23)c(C)n1C	-1	2	35	7	25	2	i	-2	-2	-2
25	COc1ccc(NC(=O)CN(C)C(=O)c2ccc(C)s2)cc1	5	-5	-1	-6	19	1	i	-1	1	5
26	COCCn1c(Sc2ccc(C)cc2)nc2c1c(=O)[nH]c(=O)n2C	-3	-7	6	0	11	2	i	-2	-2	7
27	N#Cc1ccc(C(=O)NCC(c2ccco2)N2CCCCC2)cc1 (stereo not given)	4	-4	-8	-4	-3	4	i	-3	7	8
28	Cc1ccc(N2C(=O)c3ccc(C(=O)NCCN4CCOCC4)cc3C2=O)cc1	6	12	20	2	-14	4	i	3	-4	0
29	O=S(=O)(Nc1ncccn1)c1ccc(NC(=S)Nc2ccccc2Cl)cc1	5	5	6	-3	11	2	i	-4	0	12
30	CC(C)CN(C(=O)CCCSc1nc2ccccc2[nH]1)c1c(N)n(Cc2ccccc2)c(=O)[nH]c1=O	0	12	-61	?	13	0	i	-4	/	-17
31	N#CC(=C=[N-])/C=C(\C(=O)c1ccccc1)[n+]1ccccc1	3	22	1	7	11	-1	i	-1	0	4
32	COc1ccc(/C(C)=N\n2cnnc2)cc1	-2	0	-15	-9	12	3	i	-1	0	5
33	COC(=O)[C@@H]1[C@@H](C)N(Cc2ccccc2)C(=O)N[C@H]1c1cccc(C(F)(F)F)c1	12	9	-18	-2	-4	-4	i	-2	/	4
34	Cc1cccnc1NC(=O)C1CC(=O)N(c2ccc3c(c2)OCCO3)C1 (stereo not given)	3	-5	-5	-5	33	0	i	0	/	11
35	Cc1ccc(-c2nnc(OCc3nc4ccccc4n3C)c3ccccc23)cc1	1	0	-4	8	7	2	i	-3	/	28
36	Cc1ccc(S(=O)(=O)NC(C(=O)N2CCOCCOCCOCC2)C(C)C)cc1 (stereo not given)	4	0	-7	-3	/	/	i	0	3	0
37	CN(C[C@@H](Cc1cccc2ccccc12)N(C[C@H](Cc1ccccc1)N(CCc1ccccc1)N=O)N=O)N=O	-5	7	5	1	4	2	i	/	4	3
38	COc1ccc(C(=O)NCCS(=O)(=O)NCC2CCCO2)cc1 (stereo not given)	-2	-1	5	-2	21	2	i	-1	/	4
39	O=C1C(Cl)=C(N2CCN(Cc3ccccc3)CC2)C(=O)N1c1ccccc1	-1	7	2	9	13	1	i	9	0	-4
40	COCCCNC(=O)CSc1nc2ccccc2c(=O)n1CCC(=O)NCCc1ccc(OC)c(OC)c1	4	/	-23	-6	6	4	i	-2	-2	4

# The list goes on:
entry	Molecule	HDAC3 inh	Dyrk1A ADPGlo	HSF-1 act	HSF1 inh	AI-2 QS modul	GSK3beta inhib	PolyA inhibitor	GSK3A inh	HSP90 refold inh	Platelet DG rel
41	O=C(Nc1ccc2c(c1)OC1(CCCC1)O2)C1CC1	-2	4	12	1	26	-2	i	-2	4	-3
42	CC(=O)CC1OC(=O)C(Br)=C1NCc1ccccc1 (stereo not given)	-3	6	24	24	23	-1	i	-4	0	0
43	COCc1[nH][nH]c(=O)c1C=Nc1ccc(F)cc1F	-3	1	-1	-9	17	0	i	1	-5	-6
44	Cc1cc(S(=O)(=O)N2CCCC2)ccc1OCC(=O)NCc1ccco1	0	-1	-27	-8	-38	-3	i	2	0	5
45	Cn1nnnc1SCC(=O)Nc1cc(C(=O)O)cc(C(=O)O)c1	0	-4	10	-8	6	0	i	-2	-1	1

# The list is partial (hit frequency here may not be typical).
